Screening data from PubChem.
PAFAH2 FP inh = PAFAH2 enzyme inhibitors, primary screen, biochemical, fluorescence polarization, human; Platelet-activating factor acetylhydrolase 2, cytoplasmic (Homo sapiens), Q99487; recombinant PAFAH2, FP-rhodamine activity probe; inhibition, % at 3.39 µM; actives 0.99% (n = 340,000); AID 492956, 2010;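 active = inhibition above the mean over all tested compounds plus 3 SD, cut at about 30% in these data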;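 note: inhibitors block probe labeling of enzyme so polarization drops; 0% = enzyme with DMSO and 100% = wells lacking PAFAH2 protein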
LYPLA2 counter = LYPLA2 inhibitors, primary screen, counter-screen for PME1 inhibitor project, biochemical, fluorescence polarization, FP-Rh probe ABPP; actives 0.38% (n = 320,000); inhibition, % at 5.9 µM; recombinant LYPLA2;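 active = inhibition above the screen-wide mean plus 3 SD, limit set per campaign, cut at about 26% in these data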;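 note: 0% = LYPLA2 with DMSO and 100% = wells lacking LYPLA2 enzyme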
LYPLA1 inh = LYPLA1 inhibitors, primary screen, counter-screen for PME1 inhibitor project, biochemical, fluorescence polarization, FP-Rh probe ABPP | Acyl-protein thioesterase 1 (Homo sapiens), O75608 | recombinant LYPLA1 | inhibition, % at 5.9 µM | actives 0.16% (n = 320,000);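 active = inhibition above the mean of all tested compounds plus 3 SD, set per campaign, cut at about 14% in these data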;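 note: inhibitors block serine hydrolase probe labeling of LYPLA1 so polarization falls; 0% = enzyme with DMSO and 100% = wells lacking LYPLA1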
EBNA-1 inh = EBNA-1 DNA-binding inhibitors, primary screen, biochemical, fluorescence polarization | inhibition, % at 14.8 µM | actives 0.34% (n = 300,000) | AID 1950, 2009; in the data active = inhibition above about 28%
PAFAH1B2 FP inh = PAFAH1B2 enzyme inhibitors, primary screen, biochemical, fluorescence polarization, human; recombinant PAFAH1B2, FP-rhodamine activity probe; inhibition, % at 3.39 µM; actives 1.2% (n = 340,000);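 active = inhibition above the mean of all tested compounds plus 3 SD, cut at about 24% in these data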;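 note: 0% = enzyme with DMSO and 100% = wells lacking PAFAH1B2; many of its hits are not listed in these tables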
PREPL inhibitor = PREPL enzyme inhibitors, primary screen, biochemical, fluorescence polarization | recombinant PREPL, fluorescence polarization activity-based probe | actives 0.68% (n = 320,000) | inhibition, % at 5.96 µM; in the data active = inhibition above about 43%;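 note: 0% = enzyme with DMSO and 100% = wells lacking enzyme; many of its hits are not listed in these tables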
pPAFAH FP inh = pPAFAH enzyme inhibitors, primary screen, biochemical, fluorescence polarization, human; actives 1.5% (n = 330,000); inhibition, % at 3.39 µM; recombinant pPAFAH, FP-rhodamine probe fluorescence polarization;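 active = inhibition above the mean inhibition across the screen plus 3 SD, cut at about 25% in these data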;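 note: inhibitors block binding of the rhodamine activity-based probe so polarization drops; 0% = enzyme with DMSO and 100% = wells lacking pPAFAH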
Target sequence (Q13093 whole entry, looked up): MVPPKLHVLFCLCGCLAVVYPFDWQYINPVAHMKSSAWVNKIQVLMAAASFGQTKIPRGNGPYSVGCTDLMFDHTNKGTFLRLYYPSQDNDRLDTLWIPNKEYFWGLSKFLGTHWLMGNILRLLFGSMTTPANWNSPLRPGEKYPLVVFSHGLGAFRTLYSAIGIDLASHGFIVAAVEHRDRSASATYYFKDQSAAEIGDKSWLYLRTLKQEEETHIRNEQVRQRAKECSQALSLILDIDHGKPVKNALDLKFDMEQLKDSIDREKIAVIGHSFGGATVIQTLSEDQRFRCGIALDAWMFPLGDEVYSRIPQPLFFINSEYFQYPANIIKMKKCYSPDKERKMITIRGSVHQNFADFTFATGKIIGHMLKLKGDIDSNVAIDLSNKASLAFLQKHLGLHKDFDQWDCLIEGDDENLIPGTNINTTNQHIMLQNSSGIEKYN
ZTA DNA inh = blocks Epstein-Barr virus ZTA, an EBNA-1 counter-screen. AID 2234. actives 0.15% (n = 320,000). ZTA-DNA binding, fluorescence polarization. inhibition, % at 11 µM; in the data active = inhibition above about 33%
Target sequence (P03206 whole entry, looked up): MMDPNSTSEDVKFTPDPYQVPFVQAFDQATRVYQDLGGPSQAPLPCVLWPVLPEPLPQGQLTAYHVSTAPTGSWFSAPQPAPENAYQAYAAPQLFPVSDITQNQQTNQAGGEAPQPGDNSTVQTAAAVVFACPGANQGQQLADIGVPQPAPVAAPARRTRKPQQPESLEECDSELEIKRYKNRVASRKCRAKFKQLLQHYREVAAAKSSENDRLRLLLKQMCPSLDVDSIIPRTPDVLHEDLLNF
PAFAH1B3 FP inh = PAFAH1B3 enzyme inhibitors, primary screen, biochemical, fluorescence polarization, human. Platelet-activating factor acetylhydrolase IB subunit alpha1 (Homo sapiens), Q15102. recombinant PAFAH1B3, FP-rhodamine probe. inhibition, % at 3.39 µM. actives 0.28% (n = 340,000). AID 492972, 2010;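 active = inhibition above the screen-wide average of all tested compounds plus 3 SD, cut at about 25% in these data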;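 note: 0% = enzyme with DMSO only and 100% = wells lacking PAFAH1B3 protein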
Target sequence (Q15102 whole entry, looked up): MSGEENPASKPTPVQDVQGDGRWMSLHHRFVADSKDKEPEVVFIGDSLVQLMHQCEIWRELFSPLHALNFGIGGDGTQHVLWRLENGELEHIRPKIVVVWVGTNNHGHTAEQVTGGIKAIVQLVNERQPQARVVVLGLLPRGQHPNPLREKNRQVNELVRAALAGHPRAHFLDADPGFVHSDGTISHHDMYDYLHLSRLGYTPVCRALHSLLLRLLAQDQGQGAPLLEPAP
* marks the source's active call; other numbers are inactive results; / = not tested or not shown. The list is partial; count on the stated rates, not on these rows.

SMILES | PAFAH2 FP inh | LYPLA2 counter | LYPLA1 inh | EBNA-1 inh | PAFAH1B2 FP inh | PREPL inhibitor | pPAFAH FP inh | ZTA DNA inh | PAFAH1B3 FP inh
CCCNC(=O)c1ccc(N2CCC3(CC2)CC(c2ccccc2)=NO3)c(NC(=O)c2ccco2)c1 | -9 | -3 | -10 | -13 | -4 | 8 | -12 | -17 | 2
Oc1cc(O)cc(/C=C/c2ccc(O)c(O)c2)c1 | -14 | -10 | -7 | -4 | 8 | -1 | 8 | 4 | 20
COc1ccccc1OCCNC(=O)c1cccc(S(=O)(=O)N2CC(C)OC(C)C2)c1 (stereo unspecified) | 4 | 6 | 4 | 1 | 2 | -6 | 5 | 3 | 5
Cc1cccc(CS(=O)(=O)c2cn(CC(=O)N3CCOCC3)c3ccccc23)c1 | -5 | 0 | -1 | -9 | 2 | 1 | 4 | -21 | 8
O=S(=O)(c1cccc(C(F)(F)F)c1)N1CCC(c2cc(-c3cccc4ccccc34)n[nH]2)CC1 | -5 | -7 | -10 | -6 | -5 | 21 | -5 | -2 | -1
COc1ccc(-c2cn(CCO)nc2-c2ccc(OC)cc2)cc1 | -3 | 0 | 2 | 5 | 6 | 12 | 1 | 5 | 8
COc1cc(CN2CCCC(C(=O)c3ccccc3SC)C2)cc(OC)c1 (stereo unspecified) | -6 | 0 | 2 | -2 | 2 | -31 | -1 | -10 | 4
O=Nc1ccc(NOC(=O)c2ccccc2)cc1 | 16 | -1 | -1 | -16 | 6 | 24 | 6 | 0 | -2
CSc1ccccc1NC(=O)COc1ccc(Cl)cc1C | 3 | 6 | 3 | 3 | 4 | 17 | -2 | 1 | 3
Cc1cccc(C)c1-n1cccc1/C=C1\SC(=S)N(c2cccc(C(=O)O)c2)C1=O | -12 | 4 | -4 | -3 | 0 | -7 | 50* | 3 | -5
CC(C)C(NS(=O)(=O)c1cccc2nsnc12)C(=O)NC1CCCCC1C (stereo unspecified) | 3 | -6 | -2 | 7 | -3 | 5 | 4 | 9 | 4
Cc1ccc(C(=O)N2CCCC(Nc3cccc(F)c3)C2)cc1N1CCNC1=O (stereo unspecified) | -1 | 3 | 2 | -4 | 0 | 28 | 7 | 5 | 4
COc1ccc(OC(=O)c2ccncc2)cc1 | -7 | -2 | -2 | -5 | 4 | -1 | 2 | -5 | 1
Cc1cccc(N2CCN(S(=O)(=O)c3c(C)nc4scc(C)n4c3=O)CC2)c1C | 5 | -10 | -4 | -2 | 0 | -3 | -1 | 17 | 5
NC(=O)c1ccccc1-c1nc(-c2ccccc2)no1 | 0 | -1 | -1 | -5 | 1 | -2 | 4 | -27 | 9
CCN1CCN(CCCNC(=O)CN2C(=O)c3cccnc3Oc3ccc(Cl)cc32)CC1 | -3 | 1 | -3 | -7 | -2 | 13 | 0 | -2 | 8
O=C(N[C@@H](Cc1ccccc1)C(=O)OCc1ccccc1)c1nc[nH]c1C(=O)N1CCc2ccccc2C1 | -2 | -13 | -9 | 11 | 2 | -6 | 12 | 6 | 4
Cc1ccc(C)c(NC(=S)NC23CN4CN(CN(C4)C2)C3)c1 | 8 | 10 | 5 | -1 | 2 | 3 | 1 | 5 | 8
CCOc1ccc(OCC)c(NC(=O)CSc2nnc(C3CC3)n2CC)c1 | 5 | -1 | -2 | 2 | -1 | 2 | 1 | -1 | 0
CC1(C)CC(NC(=O)c2ccc(Cl)c(Cl)c2)CC(C)(C)N1 | -2 | -2 | 0 | -10 | 1 | -23 | -8 | -20 | -2
CO/N=C/c1ccc(N2CCN(C(=O)c3ccc(F)cc3)CC2)c([N+](=O)[O-])c1 | 1 | 48* | 1 | 2 | 5 | 0 | 2 | -10 | 11
CCCCCCCN1C2=NCCCN2c2ccccc21 | -1 | -1 | -1 | 2 | 7 | 13 | 3 | -7 | 10
CSc1nnnn1-c1ccc(Cl)cc1 | 4 | 0 | 0 | 1 | 4 | -12 | 4 | 3 | 8
O=C1N=C(N2CCOCC2)S/C1=C\c1cccs1 | -5 | 4 | 0 | 9 | -1 | -2 | -2 | 6 | 1
COc1ccc(C2c3ccsc3CCN2C(C)=O)cc1 (stereo unspecified) | 5 | 3 | 4 | -5 | 4 | 11 | 4 | -6 | 6
CCOc1ccccc1C(=O)NCC(=O)NCC(C)(C)N1CCOCC1 | -3 | 8 | 1 | / | -1 | -5 | -1 | 6 | 3
O=C(CNC(=O)c1cc(Cl)cc([N+](=O)[O-])c1)NC1CC1 | -1 | / | / | / | 3 | 19 | -1 | / | 9
CCOCCCn1c(=S)[nH]c2cc(C(=O)NC3CCCC(C)C3C)ccc2c1=O (stereo unspecified) | 3 | 1 | 0 | 8 | 0 | -3 | 0 | 10 | 4
O=C(NN=C1CCCC1)c1ccc(O)cc1O | -9 | 1 | -1 | -3 | 3 | 11 | 3 | -7 | 7
CCC(CC)N1CCN(C(=O)c2cc(OC)c(OC)c(OC)c2)CC1 | 2 | 5 | 2 | 9 | -1 | 4 | 9 | 11 | 5
CCN(CC)c1ccc(N/C(N)=N/c2nc(C(F)(F)F)cc(=O)[nH]2)cc1 | 2 | -3 | -3 | -9 | 1 | 0 | -1 | 14 | 0
Cc1ccccc1NC(=O)c1cccc(N2C(=O)C3CCCCC3C2=O)c1 (stereo unspecified) | -5 | -2 | -2 | 1 | 0 | 8 | 3 | -30 | 2
Cc1cc(C(=O)NC(=S)Nc2ccccc2N2CCOCC2)ccc1[N+](=O)[O-] | 2 | -2 | -1 | -9 | 10 | 4 | 1 | -8 | 8
CCN(CC)CCNC(=O)/C(=C/c1cn(C)c2ccccc12)NC(=O)c1ccc(OC)c(OC)c1 | -3 | -1 | 2 | 1 | 4 | -3 | -6 | -5 | 5
Cc1ccc(NC(=O)CSc2ncn[nH]2)cc1S(=O)(=O)N1CCOCC1 | -3 | -6 | -4 | -11 | 4 | 1 | -6 | 4 | 8
COc1ccc(C2CC(c3ccccc3OC(=O)/C=C/c3ccccc3)=NN2C(C)=O)cc1 (stereo unspecified) | 4 | -4 | -2 | 0 | 6 | 21 | 10 | -3 | 4
C=CCn1c(-c2cccc(Cl)c2)n[nH]c1=S | 4 | 7 | 2 | -9 | 4 | -9 | 4 | -12 | -4
CC(C)N1CC2=C(C1=O)C(c1ccc(O)cc1)NC(=O)N2C (stereo unspecified) | 1 | -5 | -3 | 3 | 9 | -1 | 2 | 2 | 9
CCC1CCCCN1C(=O)Cn1c(C(=O)OC)cc2sc(Cl)cc21 (stereo unspecified) | -1 | 3 | 1 | 1 | 2 | 2 | -1 | 0 | -9
O=C(CSc1nncs1)Nc1ccc(N2CCCCC2)cc1 | 1 | -1 | -1 | / | 2 | 1 | 1 | 5 | 3
CC(NC(=O)c1cc(S(=O)(=O)N2CCOCC2)ccc1N1CCCC1)c1ccc(Cl)c(Cl)c1 (stereo unspecified) | 10 | -2 | -3 | -12 | -1 | 26 | 28* | 8 | 4
COc1ccc(CCNC(=O)CC(NS(=O)(=O)c2ccc(NC(C)=O)cc2)C(C)C)cc1OC (stereo unspecified) | 4 | -1 | 1 | -2 | -1 | 18 | -2 | -7 | 2
CC(=O)Nc1ccc(NC(=O)C2CCCN2S(=O)(=O)c2cccc3nsnc23)cc1 (stereo unspecified) | 0 | 2 | -3 | 8 | 2 | -12 | 0 | 0 | 4
CCOc1ccccc1Nc1ncnc2ccccc12 | 1 | 2 | 0 | -26 | 0 | 0 | 0 | -7 | -5
CS(=O)(=NS(=O)(=O)c1ccc(Cl)cc1)c1ccccc1 (stereo unspecified) | 4 | -4 | 0 | 2 | 2 | -6 | 2 | -1 | -2
OCCNCc1cc(Br)ccc1OCc1ccccc1Cl | -1 | 4 | -2 | 1 | -6 | -35 | 0 | -8 | 3
O=C(O)CNC(=O)C(Cc1ccccc1)NC(=O)OCc1ccccc1 (stereo unspecified) | 4 | 2 | 2 | 5 | 5 | 12 | 2 | 1 | 3
Nc1nonc1-n1nnc(C(=O)N/N=C/c2ccccn2)c1CNc1ccccc1 | 3 | 3 | -5 | -2 | 3 | -3 | 8 | -5 | 11
COC(=O)c1ccc(COc2cccc3c2CCN(Cc2ccccc2)C3=O)o1 | -1 | 2 | -1 | 4 | 6 | 29 | 6 | 8 | 8
O=[N+]([O-])c1cccc(S(=O)(=O)N2CCCC2)c1 | -9 | 3 | 1 | 14 | -4 | 2 | 0 | 1 | 8
COc1cccc(CNc2ccc(N3CCCCC3)cc2)c1OC | 5 | 5 | 1 | 4 | -1 | -10 | 1 | 12 | 5
Cc1cccnc1NC(=O)Nc1cccc(Cl)c1 | 0 | -3 | 0 | -5 | 4 | -4 | 2 | 9 | 8
CC(=O)N1CCc2cc(S(=O)(=O)CCC(=O)Nc3c(C)n(C)n(-c4ccccc4)c3=O)ccc21 | 0 | -13 | -3 | -5 | 0 | -1 | -4 | 11 | 4
Cc1cccc(Cc2cnc(NC(=O)c3ccc(C)o3)s2)c1 | -9 | -1 | -6 | -19 | 9 | -2 | -4 | -16 | 3
CCC(C)NC(=O)C1c2ccccc2C(=O)N1Cc1ccc(F)cc1 (stereo unspecified) | 1 | -1 | -2 | 13 | 1 | -3 | 1 | 1 | 6
COc1ccc2c(CCNC(N)=S)c[nH]c2c1 | -1 | 12 | 0 | -6 | 0 | 10 | 6 | -15 | 8
CCOC(=O)Cc1csc(NC(=O)c2sc3nc4cc(C)ccc4cc3c2N)n1 | 6 | 0 | -1 | 5 | 3 | 32 | 24 | 3 | 4
C[C@H](CO)N1C[C@H](C)[C@@H](CN(C)Cc2ccccc2)Oc2c(NS(=O)(=O)c3ccccc3)cccc2C1=O | 0 | / | / | / | 3 | 21 | -5 | / | 1
COC(=O)C(CCSC)NC(=O)c1cn(-c2ccc(OC)cc2)c(=O)c2ccccc12 (stereo unspecified) | 1 | -1 | -5 | 13 | -1 | 4 | 3 | -4 | 6
CC(C)CC(COCc1ccc(Cl)cc1)N1CCN(C(=O)c2ccc(C(F)(F)F)cc2)CCC1=O (stereo unspecified) | -2 | 6 | -2 | 8 | 9 | 20 | 3 | -39 | 0
CCCCn1c(SCC(=O)OCC)nc2c(sc(=S)n2-c2ccccc2OC)c1=O | 0 | -2 | 0 | 10 | 6 | 2 | 6 | -5 | 4
Cc1cc2occ(CC(=O)NC3CCCc4ccccc43)c2cc1C (stereo unspecified) | 2 | 0 | -2 | 2 | 5 | -20 | 1 | -1 | -11

Entries shown so far that contain a CF3 group, in the order listed:
SMILES | PAFAH2 FP inh | LYPLA2 counter | LYPLA1 inh | EBNA-1 inh | PAFAH1B2 FP inh | PREPL inhibitor | pPAFAH FP inh | ZTA DNA inh | PAFAH1B3 FP inh
O=S(=O)(c1cccc(C(F)(F)F)c1)N1CCC(c2cc(-c3cccc4ccccc34)n[nH]2)CC1 | -5 | -7 | -10 | -6 | -5 | 21 | -5 | -2 | -1
CCN(CC)c1ccc(N/C(N)=N/c2nc(C(F)(F)F)cc(=O)[nH]2)cc1 | 2 | -3 | -3 | -9 | 1 | 0 | -1 | 14 | 0
CC(C)CC(COCc1ccc(Cl)cc1)N1CCN(C(=O)c2ccc(C(F)(F)F)cc2)CCC1=O (stereo unspecified) | -2 | 6 | -2 | 8 | 9 | 20 | 3 | -39 | 0
